UDG counter – Primary qHTS assay for inhibitors of Activation Induced Cytidine Deaminase (AID): UDG Counterscreen signal. FRET deamination/UDG coupled assay, UDG read, 4 h. Potency, µM (series often up to 115 µM), inactives show at the top dose activity change, negative = inhibition, most hits filed as inhibitors. 91,000 tested, 0.14% active. AID 1347430, 2020; further: nearly all actives have a fitted effect of over 65% in size
AID inh – Primary qHTS assay for inhibitors of Activation Induced Cytidine Deaminase (AID): AID signal | Single-stranded DNA cytosine deaminase (Homo sapiens), Q9GZX7 | AID deamination FRET fluorescence, UDG-coupled, 4 h | Potency, µM (highest dose often 115 µM), inactives show at the highest dose activity change, negative = inhibition, usual class: inhibitors | 91,000 tested, 0.32% active | AID 1347428, 2020; further: nearly all actives have a fitted effect of over 25% in size
Target sequence (Q9GZX7 whole entry, looked up): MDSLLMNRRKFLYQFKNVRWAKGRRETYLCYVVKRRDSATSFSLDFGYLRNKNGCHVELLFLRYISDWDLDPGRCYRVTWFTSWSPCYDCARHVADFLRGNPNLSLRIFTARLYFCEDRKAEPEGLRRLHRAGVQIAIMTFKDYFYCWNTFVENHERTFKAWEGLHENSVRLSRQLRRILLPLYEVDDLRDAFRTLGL
Numbers without * were called inactive; ? = inconclusive; & = joins results of further samples; [ ] = remark or other dose. The call rests on the fitted dose curve; in most records, active means well fitted curve in the direction sought with a large enough effect; inconclusive means small, poorly fitted or top-dose-only effect, or another doubt; inactive means no such curve, though single readings can be large; an effect the other way counts as inactive or inconclusive. On the % scale 0 is the no-effect control and ±100 the full control effect; potency means the concentration at half of the fitted maximal effect. This is a subset. The share of hits here may be higher or lower than overall.

Results follow in this order: UDG counter | AID inh
(1) CC(NC(=O)/C=C/c1ccc(Br)cc1)C1CC2CCC1C2 (stereo not given)
→ -2.0% | 7.2%
(2) CCCN(CCC)C(=O)c1c[nH]c2ccc(S(=O)(=O)N(C)c3ccc(Cl)cc3)cc2c1=O
→ -23.6% | 1.4%
(3) O=C(CCC1N=C2c3ccccc3N=C(SCc3cccc(F)c3)N2C1=O)NC1CCCCC1 (stereo not given)
→ 29.6% | 11.2%
(4) c1ccc(-n2ncc3c(Nc4cccc5c4CCCC5)ncnc32)cc1
→ ? | ?
(5) Cc1ccc(C)c(NC(=O)c2cnn(-c3cccc(F)c3)c2C2CCN(C(=O)OC(C)(C)C)CC2)c1
→ -20.5% | ?
(6) O=C(O)CC1C(=O)NCCN1CCc1ccccc1 (stereo not given)
→ 2.1% | -4.1%
(7) COc1ccccc1N1CC(c2nc3ccc(C)cc3[nH]2)CC1=O (stereo not given)
→ 6.9% | -1.0%
(8) O=S(Cc1cccc(C(F)(F)F)c1)Cc1ccc(Cl)cc1Cl (stereo not given)
→ -3.9% | -12.0%
(9) Nc1nccnc1C(=O)NCc1cn(-c2ccccc2)nc1-c1ccccc1
→ 4.9% | -11.9%
(10) CC(C)(C)C1CCc2c(sc(NC(=O)Cn3nnc(-c4cccc(C(F)(F)F)c4)n3)c2C#N)C1 (stereo not given)
→ -6.3% | 4.1%
(11) COc1ccccc1N1CCN(C(=O)C2CCN(S(=O)(=O)c3cn(C)cn3)CC2)CC1
→ -8.9% | 10.6%
(12) COc1ccc(C(=O)C2CCN(C(=O)/C=C/c3cccc(C(F)(F)F)c3)CC2)cc1
→ 0.0% | -11.8%
(13) COc1cccc2cc(-c3nc(-c4nonc4N)no3)c(=O)oc12
→ 2.8% | 6.3%
(14) CC(C)(C)CC(C)(C)NC(=O)CCNC(=O)c1ccccc1
→ 2.7% | -1.7%
(15) COc1ccc(-c2cc(C)no2)cc1S(=O)(=O)NC1CCC(C)CC1 (stereo not given)
→ -13.2% | -4.7%
(16) O=C(Nc1ccc(Br)cc1)N1CCC(CN2CCCC2)CC1
→ -7.5% | 6.5%
(17) CCC(=O)Nc1sc(C)c(CC)c1C(=O)O
→ 5.8% | 14.1%
(18) CCCOc1c(Br)cc(/C=C(/C#N)C(=O)OCC)cc1OC
→ -1.4% | -19.6%
(19) Cc1ccc(CNC(=O)Cn2ncc3c(C)n(Cc4ccc(Cl)cc4)c(C)c3c2=O)cc1
→ 3.7% | -3.0%
(20) COc1ccc(NS(=O)(=O)c2cc3[nH]c(=O)c(=O)[nH]c3cc2C)cc1Cl
→ -11.5%[57.5 µM] | -4.3%
(21) O=C(Cn1c(=O)n(-c2ccccc2)c(=O)c2ccc(C(=O)NCc3ccc4c(c3)OCO4)cc21)Nc1ccc(F)c(Cl)c1
→ 6.3% | -17.7%
(22) Cc1ccc(NC(=O)c2cc(S(=O)(=O)N3CCC4(CC3)OCCO4)ccc2F)cc1Cl
→ 0.1% | 4.8%
(23) CC(C)(C)c1noc(CN2CCN(C(=O)c3ccco3)CC2)n1
→ -8.2% | -3.0%
(24) O=C(COc1ccc(Cl)cc1Br)OCC(=O)c1ccc(-c2ccccc2)cc1
→ -2.8% | 36.0%[activator]
(25) COc1ccc2c(CCNC(=O)C3CCN(c4nc(Cl)nc5nc[nH]c45)CC3)c[nH]c2c1
→ 33.4%[activator] | 3.3%
(26) COc1ncccc1CNC(=O)Nc1nnc(C)s1
→ -3.0% | -13.4%
(27) CCOc1ccccc1C(=O)Nc1ccc2nc3c(c(Nc4ccc(OC)c(OC)c4)c2c1)CCCC3
→ -0.4% | ?
(28) COc1ccc(/C=C/C(=O)c2ccc(C#N)cc2)cc1Br
→ -2.1% | -4.1%
(29) CCc1cc(C(=O)NNC(=S)NC(=O)c2ccccc2)cs1
→ -11.2% | -13.6%
(30) Cc1ccc2nc(C)c(C(=O)/C=C/c3ccccc3C)c(-c3ccccc3)c2c1
→ -7.2% | ?
(31) CCOC(=O)c1cccc(NC(=O)[C@H](CSCc2ccccc2)N2Cc3ccccc3C2=O)c1
→ -4.8% | -13.9%
(32) Cc1ccc(C)c(N2CCN(c3nc4ccccc4n4nnnc34)CC2)c1
→ -15.7% | 13.6%
(33) Nc1nc2[nH]c(=O)cnc2c(=O)[nH]1
→ 7.2% | 4.7%
(34) Cc1ccc2c(=O)cc(C(=O)Nc3ccc(S(=O)(=O)N(C)c4ccccc4)cc3)oc2c1C
→ 0.1% | 6.8%
(35) CCCN(Cc1cccs1)C(=O)Nc1cc(Cl)ccc1C
→ -2.2% | ?
(36) CCOc1cc(C(=O)OCC(=O)NC(=O)NC(C)(C)C)cc(OCC)c1OCC
→ -13.8% | -3.8%
(37) O=C(O)C1CCN(C(=O)Cn2ccc3c(Cl)cccc32)CC1
→ 4.4% | 5.4%
(38) COCCN(CCOC)C(=O)c1cc(Cl)ccc1F
→ -6.9% | 2.1%
(39) COc1ccc(OC)c(Nc2ncnc3c2cnn3-c2cccc(Cl)c2)c1
→ 20.9% | -2.1%
(40) COc1cccc(CNCCNC(=O)c2nonc2N)c1
→ -5.7% | -12.7%
(41) C/C(=N/Nc1ccc(F)cc1F)c1cc(Cl)ccc1Cl
→ -8.7% | -8.6%
(42) CCOCCCNCc1ccc(C(=O)O)cc1
→ -3.0% | 6.0%
(43) O=C(CSc1nnc2c(=O)n(-c3ccccc3)ccn12)N1CCN(c2ccccc2F)CC1
→ -7.3% | -3.6%
(44) CCOc1ccccc1CNC(=O)c1cc(-c2ccc(Cl)s2)nc2ccccc12
→ 2.3% | 14.7%
(45) COc1ccc(/C=N/OCc2ccc(C)cc2)cc1OCc1ccccc1
→ -4.3% | -5.3%
(46) CC(C)C(=O)Nc1ccccc1C(C)C
→ -2.6% | 1.3%
(47) COc1ccc(C)cc1NC(=O)Cn1c(=O)nc(-c2ccccc2F)c2cc(Cl)ccc21
→ -7.9% | 6.1%
(48) CC1(C)CC(NCc2ccccc2)=CC(=C(C#N)C#N)C1
→ -2.9% | -11.2%
(49) Cc1cccc(CSc2ncc(Cl)c(C(=O)Nc3sc4c(c3C(N)=O)CCCC4)n2)c1
→ -13.4% | 6.3%
(50) COc1ccc(C(=O)OCCCC(=O)c2ccc(F)cc2)c(OC)c1
→ -4.6% | -3.9%
(51) CS(=O)C1CCCCC1(O)CSc1nc(-c2cccs2)cc(-c2ccccc2)c1C#N (stereo not given)
→ -14.6% | ?
(52) COc1ccc(CCNC(=O)CCS(=O)(=O)c2cc3c(cc2Cl)NC(=O)CO3)cc1OC
→ 10.1%&8.7% | -2.4%&24.2%
(53) C=CCNc1oc(COc2ccc(Br)cc2)nc1C#N
→ 3.9% | 1.5%
(54) O=C1CCc2cc(S(=O)(=O)NCc3ccc(Cl)cc3)cc3c2N1CC3
→ -6.3% | -3.5%
(55) COc1cccc(NC(=O)C(Sc2nnc(-c3ccco3)n2C)c2ccccc2)c1 (stereo not given)
→ 2.1% | -1.6%
(56) CCc1ccccc1Nc1nn2c(=O)c3ccc(C(=O)NC4CCCCC4)cc3nc2s1
→ -7.6% | -25.5%
(57) O=[N+]([O-])c1ccc(-c2csc(Nc3cccc4ccccc34)n2)cc1
→ 2.9% | -7.7%
(58) COc1ccc(CNC(=O)Cn2c(=O)c3cccn3c3cccnc32)cc1
→ 5.9% | -22.3%
(59) CC(=O)N1CCc2c(sc3nc(SCC(N)=O)n(-c4ccc(F)c(Cl)c4)c(=O)c23)C1
→ -0.9% | 16.5%
(60) COc1ccc(C2CC(c3ccsc3)=NN2C(=O)CCC(=O)O)cc1OC (stereo not given)
→ -3.7% | -3.1%

New compounds follow.
Results follow in this order: UDG counter | AID inh
(61) Cc1cc(C(=O)N2CCN(S(=O)(=O)c3ccccc3)CC2)c(C)n1C(C)C
→ -1.2% | -5.9%
(62) CCOC(=O)c1c(C)[nH]c(CCC(=O)Nc2ccccc2OCC)c1C
→ -5.7%[57.5 µM] | -5.4%
(63) CCOc1ccccc1C(=O)Nc1cccc(-c2nc3ccccc3s2)c1
→ ? | -11.8%
(64) Cc1ccc(Cl)cc1NC(=O)CCS(=O)(=O)c1ccc(Br)s1
→ -7.2% | 17.1%
(65) Cc1ccc2nc(CSc3nnc(NC(=O)c4cccc(Br)c4)s3)cc(=O)n2c1
→ 2.6% | 7.4%
(66) O=c1c2c3c(sc2nnn1Cc1ccc(Br)cc1)CCCC3
→ -1.6% | 0.6%
(67) O=C(O)CCCc1ccccn1
→ -5.8% | 5.4%
(68) CN(Cc1ccc(Cl)cc1)C(=O)C1CCN(c2ccc(C(F)(F)F)cn2)CC1
→ 5.7% | -12.7%
(69) COCCNC(=O)CCCn1c(SCC(=O)c2ccc(Br)cc2)nc2c(sc3ccccc32)c1=O
→ 5.2%[57.5 µM] | -4.9%
(70) Cc1ccc2cc3cc(C(=O)N4CCN(c5cccc(C(F)(F)F)c5)CC4)sc3nc2c1
→ -6.2% | 14.2%
(71) Cc1ccc2[nH]c(CSc3nnc(NC(=O)COc4ccccc4C)s3)cc(=O)c2c1
→ -7.9%[57.5 µM] | 6.6%
(72) COCCN1Cc2cccc(C(=O)Nc3ccc(C)c(F)c3)c2C1=O
→ ? | -4.2%
(73) CCCCc1nn2c(=O)cc(CN(CC)c3ccccc3)nc2s1
→ -15.7% | 20.9%
(74) Cc1ccc(NC(=O)NCC2CCN(Cc3cccc(Cl)c3)CC2)cc1Cl
→ -7.7% | -25.0%
(75) Cc1nn(CCCC(=O)NCc2ccccc2)c(=O)c2nn(-c3ccccc3)c(C)c12
→ 1.2% | 2.0%
(76) COC(=O)c1nnn(CC(=O)Nc2cc(F)ccc2F)c1C(=O)OC
→ 12.7% | 4.2%
(77) O=C(Nc1ccc(F)c(Cl)c1)c1cccc2ccccc12
→ -6.9% | -7.1%
(78) Cc1cc2oc(C(=O)NCC(c3ccco3)N3CCCCC3)cc(=O)c2cc1Cl (stereo not given)
→ -3.8% | -8.6%
(79) CCCCCOc1ccc(/C=C/C(=O)/C=C/c2ccc(OCCCCC)cc2)cc1
→ -1.6% | -1.8%
(80) O=C(NCc1ccc(F)cc1)C1(c2cccs2)CCOCC1
→ ? | 12.6%
(81) COc1cc(C(=O)NCC(c2ccc3c(c2)OCO3)N2CCN(C)CC2)cc(OC)c1OC (stereo not given)
→ -7.2% | 0.6%
(82) CCCOc1ccc(Oc2ncccc2CNC(=O)Nc2ccccc2)cc1
→ -3.6% | -5.5%
(83) O=C(NCc1ccccc1F)c1ccc(CSc2nc3cccnc3n2Cc2ccccc2)cc1
→ 0.9% | 12.3%
(84) CCS(=O)(=O)NCCc1sc2nc(-c3ccc(OC)cc3)nn2c1C
→ -7.7% | 12.1%
(85) O=C(Nc1ccc(F)cc1F)C12CC3CC(CC(C3)C1)C2
→ -5.2% | -6.4%
(86) CCN1CCN(c2ncnc3c2cnn3-c2ccc(C)c(Cl)c2)CC1
→ 28.4% | 24.3%
(87) COc1ccc(-n2c(=O)c3c4c(sc3n(Cc3ccccc3Cl)c2=O)CCC4)c(OC)c1
→ ? | ?
(88) CC(C)(C)c1ccc(C(=O)NC(=O)COC(=O)c2ccccc2)cc1
→ 5.7% | 4.5%
(89) O=C(Cn1nc(-c2ccccc2)c2ccccc2c1=O)Nc1cccc(O)c1
→ 4.4% | -10.8%
(90) CCCCOCCCNC(=O)CCC(=O)NCC(CC)CCCC (stereo not given)
→ -2.0% | -2.7%
(91) COc1ccc(-n2c(SCC(=O)NCc3ccccc3)nc3ccsc3c2=O)cc1
→ -3.0%[57.5 µM] | 2.5%
(92) CCn1c(CN(c2ccc(C)cc2)S(C)(=O)=O)nnc1SCC(=O)c1cc(C)n(C)c1C
→ -7.8% | 3.9%
(93) O=C(OCc1ccc(F)cc1Br)c1ccc(CN2CCCC2=O)cc1
→ 4.0% | -2.9%
(94) COc1cccc(OC)c1C(=O)Oc1ccc2c(c1)O/C(=C\c1ccc(C(C)(C)C)cc1)C2=O
→ -11.5% | -13.3%
(95) O=C(NCCc1ccccc1)c1ccc2c(c1)nc1n2CCOC1
→ 5.3% | 9.8%
(96) CC1CCN(C(=O)CCS(=O)(=O)c2cc3c(cc2Cl)NC(=O)CO3)CC1
→ 11.1% | 7.9%
(97) COc1ccc(C(=O)OCCN(C)C(C)(C)C)cc1OC
→ -0.1% | 3.7%
(98) CCn1c(CN2CCOCC2)nc2cc(NC(=O)c3cc(OC)c(OC)c(OC)c3)ccc21
→ -0.7% | -5.7%
(99) Cc1ccc(-c2ccc(CCC(=O)O)n2-c2ccc(C(C)C)cc2)cc1
→ 9.4% | ?
(100) Cc1cccc(NC(=O)C(=O)NCC(c2cccnc2)N2CCc3ccccc32)c1C (stereo not given)
→ 0.0% | -24.4%
(101) Cn1c(=NC(=O)c2ccc(S(=O)(=O)N3CCCc4ccccc43)cc2)sc2cc(F)ccc21
→ -1.7% | 36.9%[activator]
(102) Cc1cccc(C)c1OCCC(=O)NC(C)c1cccs1 (stereo not given)
→ -0.3% | -5.6%
(103) COc1cccc(CCNC(=O)c2cnc3sc(N4CCOCC4)nn3c2=O)c1
→ 12.6% | 5.7%
(104) CCOC(=O)c1cc(-c2ccccc2)n(-c2cccc(C(=O)Nc3cccc(SC)c3)c2)c1C
→ 39.6%[activator] | ?
